RXFP1 antagonist: blocks the human relaxin receptor RXFP1; Q9HBX9; HEK293-RXFP1, relaxin-stimulated cAMP HTRF, 30 min; stronger effect = lower value; activity change, negative = inhibition, % at 57.5 µM; actives 0.59% (n = 350,000); AID 1259400;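 active = activity change of -60% or lower, but not beyond a set lower limit; inconclusive = change between -60% and -40%, or beyond the set limit; inactive = change above -40%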; note: % is set by controls: 0 for no effect and ±100 for the full control effect
Anesthetic bind: candidate novel general anesthetic via apoferritin binding; Potency, µM (titrated, usually from 77.5 µM), without a hit: at the top dose activity change, negative = displacement, usual class: inhibitors; P02791; actives 0.074% (n = 350,000); apoferritin/1-aminoanthracene competitive binding, fluorescence; note: potency is the fitted concentration of half-maximal effect; % is set by controls: 0 for no effect and ±100 for the full control effect; nearly all actives have a fitted effect of over 20% in size
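In PBS, apoferritin at 10 uM is loaded with 1-AMA from a 50% saturated solution. After 10 min of compound exposure at ambient temperature, reduced 535 nm fluorescence indicates probe displacement.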
Tb PGK inh: blocks T. brucei phosphoglycerate kinase. actives 0.043% (n = 380,000). PGK/GAPDH coupled, Kinase-Glo luminescence, 60 min. Potency, µM (doses to about 57.5 µM), inactives show at the highest dose activity change, negative = inhibition, usual class: inhibitors. P07378. AID 602233; note: potency is the fitted concentration of half-maximal effect; % is set by controls: 0 for no effect and ±100 for the full control effect; nearly all actives have a fitted effect of over 60% in size
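Recombinant glycosomal PGK reaction used 1,3-bisphosphoglycerate generated in-well by GAPDH (100nM final) in 100mM TEA pH 7.6, 5mM MgCl2, 0.01% Tween-20. After 60 minutes at room temperature, ATP was read by Kinase-Glo Plus luminescence end-point.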
POLI inh: inhibitors of human DNA polymerase iota. Q9UNA4. Pol iota fluorescent replication assay, 10 min. Potency, µM (highest dose often 115 µM), inactives show at the highest dose activity, negative = inhibition, actives largely listed as inhibitors. actives 1% (n = 390,000); note: potency is the fitted concentration of half-maximal effect
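Fluorescent replication assay read twice, at 0 min and 10 min after adding 50 nM (final) substrate. Enzyme (10 nM) and compounds were first incubated 15 min at room temperature; enzyme-free buffer wells were negative controls.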
POLK inh: DNA polymerase kappa (human) inhibition | AID 588579 | Potency, µM (doses to about 107 µM), for inactives: top-dose activity, negative = inhibition, actives largely listed as inhibitors | actives 0.53% (n = 400,000) | purified Pol kappa, fluorescent DNA synthesis assay, 10 min; note: potency is the fitted concentration of half-maximal effect; % is set by controls: 0 for no effect and ±100 for the full control effect
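Fluorescent qHTS in 1536-well format: enzyme (10 nM) and compound sat 15 min at room temperature before 50 nM substrate (final) was added. Signal taken at 0 and 10 min; no-enzyme buffer wells were negative controls.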
APEX1 inh: inhibitors of human APE1 endonuclease; Potency, µM (doses to about 65.8 µM), for inactives: at the highest dose activity change, negative = inhibition, usual class: inhibitors; actives 0.35% (n = 350,000); recombinant APE1, TAMRA/BHQ-2 abasic DNA cleavage fluorescence; AID 2517;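 note: potency is the fitted concentration of half-maximal effect; plate controls were vehicle for no effect and reference inhibitor for full effect; nearly all actives have a fitted effect of over 55% in size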
Target sequence (P27695 whole entry, looked up): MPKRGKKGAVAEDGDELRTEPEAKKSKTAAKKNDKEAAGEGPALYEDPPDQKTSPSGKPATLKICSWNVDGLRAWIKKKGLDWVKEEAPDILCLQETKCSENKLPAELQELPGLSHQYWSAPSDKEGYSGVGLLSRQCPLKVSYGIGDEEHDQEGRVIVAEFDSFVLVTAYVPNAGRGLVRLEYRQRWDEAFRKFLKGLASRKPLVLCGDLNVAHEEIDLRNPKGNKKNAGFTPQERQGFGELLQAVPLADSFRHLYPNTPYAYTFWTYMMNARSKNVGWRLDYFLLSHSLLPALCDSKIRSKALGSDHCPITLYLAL
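Substrate: short duplex with […] THF abasic site, 5'-TAMRA and 3'-BHQ-2, 50 nM final. APE1 at 0.75 nM, preincubated 15 min RT with compound. Fluorescence increase from first to third read measured activity.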
BLM helicase inh: blocks DNA unwinding by human BLM helicase. P54132. recombinant BLM DNA unwinding, fluorescence dequenching. Potency, µM (titrated, usually from 56.1 µM), without a hit: at the highest dose activity change, negative = inhibition, most hits filed as inhibitors. actives 0.2% (n = 350,000);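 note: potency is the fitted concentration of half-maximal effect; plate controls were vehicle for no effect and no enzyme for full effect; nearly all actives have a fitted effect of over 35% in size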
POLB inh: DNA polymerase beta (human) inhibition; Pol beta primer extension/strand displacement, fluorescence kinetic; Potency, µM (titrated, usually from 114 µM), for the others: top-dose activity change, negative = inhibition, usual class: inhibitors; actives 1.3% (n = 340,000); AID 485314; note: potency is the fitted concentration of half-maximal effect; % is set by controls: 0 for no effect and ±100 for the full control effect
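10 nM enzyme + cpd, 15 min RT; start with substrate 50 nM final; read 0 min and after 10 min RT. Corrected, normalized data; 4-parameter Hill curve fit.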
POLH inh: blocks human DNA polymerase eta activity | Q9Y253 | recombinant Pol eta, fluorescent DNA replication assay | Potency, µM (highest dose often 114 µM), for inactives: at the top dose activity change, negative = inhibition, most hits filed as inhibitors | actives 1.2% (n = 390,000); note: potency is the fitted concentration of half-maximal effect; % is set by controls: 0 for no effect and ±100 for the full control effect
Target sequence (Q9Y253 whole entry, looked up): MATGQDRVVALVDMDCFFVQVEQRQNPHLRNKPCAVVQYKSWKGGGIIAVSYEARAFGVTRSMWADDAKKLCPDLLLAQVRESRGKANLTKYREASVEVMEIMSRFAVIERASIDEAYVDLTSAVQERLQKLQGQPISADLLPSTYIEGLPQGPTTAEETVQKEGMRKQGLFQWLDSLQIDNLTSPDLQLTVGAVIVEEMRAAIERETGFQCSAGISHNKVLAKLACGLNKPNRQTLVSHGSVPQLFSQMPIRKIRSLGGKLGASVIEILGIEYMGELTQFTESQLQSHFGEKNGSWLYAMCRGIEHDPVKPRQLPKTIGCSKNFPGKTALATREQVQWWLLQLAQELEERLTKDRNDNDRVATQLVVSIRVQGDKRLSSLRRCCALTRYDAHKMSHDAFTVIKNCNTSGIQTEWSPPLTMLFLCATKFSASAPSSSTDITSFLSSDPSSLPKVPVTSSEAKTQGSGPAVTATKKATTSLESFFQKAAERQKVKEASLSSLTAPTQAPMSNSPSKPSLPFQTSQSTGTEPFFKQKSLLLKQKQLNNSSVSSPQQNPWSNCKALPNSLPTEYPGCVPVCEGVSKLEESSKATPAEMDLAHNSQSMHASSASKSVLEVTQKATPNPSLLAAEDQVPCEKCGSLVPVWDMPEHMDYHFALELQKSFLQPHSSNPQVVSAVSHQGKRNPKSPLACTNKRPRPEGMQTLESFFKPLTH
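Pol eta at 10 nM preincubated with compounds 15 min at room temperature; reaction started with fluorescent substrate (50 nM final) and read kinetically at 0 and 10 min.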
Active calls of the source: *; i = inactive; ? = inconclusive; . = no result given; [ ] = remark or other dose. Unless noted, calls come from the whole dose curve; as a rule, active = well fitted curve in the direction sought with a large enough effect; inconclusive = small, poorly fitted or top-dose-only effect, or another doubt; inactive = no such curve, though single readings can be large; an effect the other way counts as inactive or inconclusive. The list is partial (hit frequency here may not be typical).

SMILES	RXFP1 antagonist	Anesthetic bind	Tb PGK inh	POLI inh	POLK inh	APEX1 inh	BLM helicase inh	POLB inh	POLH inh
Cc1ccc(C)c(C(=O)NC2CC(C)(C)NC(C)(C)C2)c1	6	7%	-3%	-6%	-16%	17%	-1%	10%	2%
Cc1ccc(C(=O)C(C)OC(=O)CN2C(=O)NC3(CCCC3)C2=O)cc1 (stereo not drawn)	-4	.	i	5%	2%	28%	.	.	-9%
Cc1cc(C)c(NC(=O)c2ccc(S(=O)(=O)N(C)C)cc2)c(C)n1	-12	-8%	3%[11.5 µM]	21%	-3%	1%	-1%	?	-3%
O=C(CN1C(=O)NC(Cc2c[nH]c3ccccc23)C1=O)Nc1cccc(S(=O)(=O)N2CCOCC2)c1 (stereo not drawn)	9	-5%	-10%	26%	2%	9%	-10%	1%	-21%
O=C(Cn1c(=O)nc(-c2ccccc2F)c2cc(Cl)ccc21)N1CCN(c2ccccc2F)CC1	18	4%	-12%	-4%	-6%[60.1 µM]	.	-5%	1%	5%
CCOc1ccc(-c2cc(OC(=O)c3ccc(OC)cc3)c3c(C)oc(C)c3c(=O)c2)cc1	.	-3%	-11%	-10%	-15%	.	-4%	-2%	-19%
COc1cccc(OC)c1/C(O)=C(\C#N)c1nc2ccccc2[nH]1	9	-8%	-8%	?	-7%[60.1 µM]	-1%	-1%	5%	-5%
Cc1ccc(C)c(NC(=O)c2ccc3c(c2)CCCN3S(C)(=O)=O)c1	-2	5%	-12%	45%[activator]	7%	.	3%	20%	-16%
O=[N+]([O-])c1cc(-c2n[nH]c(-c3ccccc3)n2)cc([N+](=O)[O-])c1	0	-17%	-3%	69%	-16%	-6%	0%	10%	0%
COC(=O)C(=Cc1ccc(OCc2ccc([N+](=O)[O-])cc2)c(OC)c1)C(=O)OC	-4	-9%	4%	-1%	-11%	1%	-1%	3%	-6%
Cc1nc(SCC(=O)c2c(C)[nH]c3ccccc23)c2c(=O)n(C)c(=O)n(CC(C)C)c2n1	.	-7%	.	.	.	1%	-3%	-1%	.
CC(=O)C1=C(O)C(=O)N(CCC(=O)O)C1c1ccccc1[N+](=O)[O-] (stereo not drawn)	5	-2%	3%	84%[activator]	-11%	7%	-1%	?	-7%
Cc1nc2ccc(N3C(=O)CCC3=O)cc2[nH]1	-11	6%	-8%	3%	-2%	11%	2%	5%	3%
O=C(N=Nc1c(O)[nH]c2ccc([N+](=O)[O-])cc12)c1ccccc1Cl	0	-4%	-2%	38%[activator]	6%	0%	?	-30%	40µM*
O=C(COc1ccc(Cl)cc1)NCC(c1ccco1)S(=O)(=O)c1ccc(Cl)cc1 (stereo not drawn)	-38	-1%	-3%	-4%	-8%[60.1 µM]	.	-8%	-2%	0%
COC(=O)c1ccc(OCC(O)CN2C(=O)NC(C)(C)C2=O)cc1 (stereo not drawn)	.	-17%	-4%	0%	-9%	-2%	0%	1%	-1%
CCN(CC)CCNC(=O)c1ccc2c(=O)n3nc(Nc4ccccc4)sc3nc2c1	-1	-9%	5%	-3%	-2%[60.1 µM]	.	84%[activator]	16%	6%
CCOC(=O)NC(=O)CSc1nc2ccc(OCC)cc2[nH]1	6	-3%	9%	?	-6%	11%	-1%	41%	-7%
CCS(=O)(=O)N1CCc2cc(C(=O)Nc3ccc(OC)cc3OC)ccc21	.	?	1%	14%	-8%	.	-12%	2%	-12%
COc1cc(CC(=O)OCC(=O)NC2CCCCC2)cc(OC)c1OC	-12	-7%	-6%	151%[activator]	0%	3%	3%	-3%	-11%

Part of the list above in a different format.
Below each compound – RXFP1 antagonist | Anesthetic bind | Tb PGK inh | POLI inh | POLK inh | APEX1 inh | BLM helicase inh | POLB inh | POLH inh
Cc1nc2ccc(N3C(=O)CCC3=O)cc2[nH]1
  -11 | 6% | -8% | 3% | -2% | 11% | 2% | 5% | 3%
COc1cc(CC(=O)OCC(=O)NC2CCCCC2)cc(OC)c1OC
  -12 | -7% | -6% | 151%[activator] | 0% | 3% | 3% | -3% | -11%
O=C(Cn1c(=O)nc(-c2ccccc2F)c2cc(Cl)ccc21)N1CCN(c2ccccc2F)CC1
  18 | 4% | -12% | -4% | -6%[60.1 µM] | . | -5% | 1% | 5%
Cc1cc(C)c(NC(=O)c2ccc(S(=O)(=O)N(C)C)cc2)c(C)n1
  -12 | -8% | 3%[11.5 µM] | 21% | -3% | 1% | -1% | ? | -3%
Cc1ccc(C)c(C(=O)NC2CC(C)(C)NC(C)(C)C2)c1
  6 | 7% | -3% | -6% | -16% | 17% | -1% | 10% | 2%

(more compounds)
SMILES	RXFP1 antagonist	Anesthetic bind	Tb PGK inh	POLI inh	POLK inh	APEX1 inh	BLM helicase inh	POLB inh	POLH inh
CCCN1Cc2cccc(C(=O)Nc3ccc(CN4CCCC4)cc3)c2C1=O	-14	-4%	-3%	8%	2%	4%	42%[activator]	35%	-11%
O=C(CCCc1ccccc1)Nc1ccc(Br)cc1F	-16	?	5%	95%[activator]	-4%	55%[activator]	-9%	0%	-1%
Cc1ccc(C2c3sc(=O)[nH]c3SC3C(=O)NC(=O)C32)cc1 (stereo not drawn)	-18	-3%	-10%	9%	-4%	2%	-10%	9%	-6%
CNC(=O)NC(=O)CSc1nc(-c2cccs2)c(C#N)c(=O)[nH]1	43	-2%	-12%	-10%	-10%	21%	-1%	-3%	-4%
CN(c1ccccc1)S(=O)(=O)c1ccc(C(=O)Nc2ncccc2O)cc1	-14	.	8%	19%	-5%	-8%	.	.	-3%
CCOC(=O)C1=NOC(CNC(=O)c2c(-c3ccccc3Cl)noc2C)C1 (stereo not drawn)	-3	1%	i	-6%	2%	2%	2%	-5%	-15%
COc1ccc(/C=N\NC(=O)CNC(=O)C(c2ccccc2)c2ccccc2)cc1[N+](=O)[O-]	-8	-17%	-2%	3%	1%	-9%	-1%	0%	-19%
N#Cc1cc(N)c(Nc2ccccc2)cc1C#N	0	-10%	i	-8%	-15%	-4%	-4%	16%	-17%
Cc1ccc(-c2cc(C(=O)N3CCCCCC3)no2)cc1	-3	-1%	-3%	29%	6%	49%	-2%	23%	-15%
COc1ccccc1Nc1nnc(SCc2cc(=O)n3cc(C)ccc3n2)s1	0	-11%	-9%	-12%	-6%	2%	-9%	9%	-12%
Cc1ccc(OCCCCN2CCCCC2)cc1	12	-6%	-11%	9%	5%	48%[activator]	-5%	7%	2%
O=C(c1cc2ccccc2s1)N1CCOCC1	-39	10%	8%	3%	-16%	5%	4%	5%	2%
N/C(=N\OC(=O)c1csnn1)c1ccc(C(F)(F)F)cc1	-7	-11%	-4%	117%[activator]	-16%	-8%	-4%	-1%	-15%
O=C(Nc1ccc(Cl)cc1C(=O)N1CCCCC1)c1ccco1	5	6%	-6%	122%[activator]	1%	-2%	-2%	35%	-21%
COCC(C)NC(=O)C1=CC(c2ccc3c(c2)OCO3)=NS(=O)(=O)N1C (stereo not drawn)	-5	?	i	8%	-23%	.	-2%	6%	-4%
COc1ccc2ccc(OCC(=O)NCC3CCCO3)cc2c1 (stereo not drawn)	-8	.	3%	34%[activator]	0%	7%	.	.	3%
COc1cccc(CC(NC(C)=O)C(=O)NC2CCN(c3nnnn3-c3ccccc3)CC2)c1 (stereo not drawn)	-8	-6%	-4%	-4%	-8%	9%	-2%	16%	-14%
CNC[C@H]1Oc2c(NC(=O)C3CC3)cccc2C(=O)N([C@H](C)CO)C[C@@H]1C	.	.	i	-4%	14%	0%	.	.	-13%
CCOC(=O)c1ccc(NC(=O)c2c(N)n(C)c(=O)n(C)c2=O)cc1	.	.	5%	2%	-5%	.	.	.	-11%
O=C(C1CCCN(c2ncnc3c2nc2n3CCCCC2)C1)N1CCCCC1 (stereo not drawn)	-2	-7%	-7%	12%	6%	32%	0%	15%	-8%
COc1ccc(N(CC(O)Cn2nnc3ccccc32)S(=O)(=O)c2ccc(C)cc2)cc1 (stereo not drawn)	7	-11%	-2%[11.5 µM]	18%	-17%	-7%	-4%	4%	-6%
COc1cccc(N2CCN(CC(=O)Nc3nnc(-c4ccccc4)s3)CC2)c1	-13	-5%	i	?	-10%	-10%	-9%	5%	-1%
CCOc1ccccc1NC(=O)COC(=O)/C=C/c1cccs1	-8	.	1%	?	-25%	-4%	.	.	-15%
N#C/C(C(=O)N1CCOCC1)=C1/SC(Cc2ccccc2Cl)C(=O)N1c1ccccc1 (stereo not drawn)	-6	5%	i	-24%	-8%	5%	-7%	6%	-3%
COCCN1C(=O)C(=O)/C(=C(/O)c2ccc(C)cc2)C1c1ccccn1 (stereo not drawn)	2	-6%	-7%	?	-6%	5%	0%	0%	-4%
Cc1[nH]c2ccc(F)cc2c1CCN(Cc1cccnc1)C(=S)Nc1ccccc1	0	-7%	4%	3%	-13%	-7%	-3%	0%	-2%
CC(C)(C)OC(=O)CNC(=O)c1[nH]cnc1C(=O)N[C@@H](Cc1ccccc1)C(=O)OCc1ccccc1	.	-3%	3%	-13%	-6%	-18%	-28%	-27%	-19%
Cc1ccc(-n2c(=O)c3ccccc3n(CC(=O)Nc3cccc(C(F)(F)F)c3)c2=O)cc1	.	-4%	4%	-2%	-15%	.	-15%	10%	-10%
CCOc1ccc(OCC)c(NC(=O)C2CCCN2S(=O)(=O)c2cccc3cccnc23)c1 (stereo not drawn)	.	?	5%	5%	-16%	-7%	-4%	8%	-11%
CCN(CC)c1ccc(/C=N/NC(=O)c2ccc(Br)o2)cc1	-8	45%[activator]	-7%	4%	-6%	-2%	-7%	-29%	-12%
C=CC[C@@H](CC(=O)N(CCO)Cc1ccccc1)C(=O)N[C@H](COC(=O)[C@@H](CC=C)Cc1ccc(F)cc1)C(C)(C)C	.	.	3%	-20%	-7%	-23%	.	.	-19%
CC(=O)CCc1oc2ccc(C)cc2c1-c1ccc(C)o1	-14	-10%	i	153%[activator]	5%	-5%	-8%	1%	-19%
CC(=O)Nc1ccc(NC(=O)c2nc(SCc3ccccc3C)ncc2Cl)cc1	-26	?	.	?	3%	.	-2%	23%	.
CC1CCc2c(sc3ncnc(NCc4cccnc4)c23)C1 (stereo not drawn)	1	-9%	-3%	11%	-5%	2%	2%	7%	-3%
CCO[C@H]1OC(C(=O)Nc2ccccc2)=C[C@@H](C2CC2)[C@@H]1CCCO	.	-8%	2%	40%[activator]	5%	-2%	-2%	-9%	-15%

Compound activity deposited in PubChem by National Center for Advancing Translational Sciences (NCATS).
